BaF3 tox = parental Ba/F3 cell viability inhibition, counter-screen for JAK2V617F inhibitor project, murine pro-B, CellTiter-Glo luminescence; inhibition, % at 5.6 µM; CellTiter-Glo ATP luminescence; 1.1% of 220,000 active; AID 1486, 2009;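 active = inhibition above a per-campaign cutoff, the mean inhibition of all tested compounds plus 3 SD, cut at about 27% in these data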;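 note: 0% = DMSO wells and 100% = JAK Inhibitor I control wells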
Wee1 degr inh = Wee1 degradation inhibitors, primary screen, cell-based, HeLa, Wee1K328M-luciferase, luminescence; Wee1-like protein kinase (Homo sapiens), P30291; HeLa Luc-Wee1K328M stability; 100% = proteasome inhibitor MG132 effect; reporter increase, % at 5 µM; 1.2% of 220,000 active; AID 1321, 2008;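 active = activation above the mean of all tested compounds plus 3 SD, set per screening run, cut at about 8.8% in these data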;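 note: cells exposed to compound for 20 h before luminescence read; 0% = DMSO alone and 100% = MG132 at 30 µM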
S1P4 agonist = S1P4 receptor agonists, primary screen, cell-based. Sphingosine 1-phosphate receptor 4 (Homo sapiens), O95977. S1P4-expressing cell line, agonist reporter assay. activation, % at 4.98 µM. 0.35% of 220,000 active; in the data active = activation above about 11%;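 note: 0% = DMSO vehicle and 100% = reference agonist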
NPY-Y2 PAM-ag = NPY-Y2 potentiators or agonists, primary screen, cell-based; Neuropeptide Y receptor type 2 (Homo sapiens), P49146; cells expressing NPY-Y2, potentiator/agonist read-out; activation, % at 3.6 µM; 0.45% of 220,000 active; in the data active = activation above about 27%;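 note: cells stimulated with NPY near EC25 plus isoproterenol at EC100; 0% = vehicle plus submaximal agonist and 100% = vehicle plus saturating agonist; some results beyond the cut were filed as inactive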
Target sequence (P49146 whole entry, looked up): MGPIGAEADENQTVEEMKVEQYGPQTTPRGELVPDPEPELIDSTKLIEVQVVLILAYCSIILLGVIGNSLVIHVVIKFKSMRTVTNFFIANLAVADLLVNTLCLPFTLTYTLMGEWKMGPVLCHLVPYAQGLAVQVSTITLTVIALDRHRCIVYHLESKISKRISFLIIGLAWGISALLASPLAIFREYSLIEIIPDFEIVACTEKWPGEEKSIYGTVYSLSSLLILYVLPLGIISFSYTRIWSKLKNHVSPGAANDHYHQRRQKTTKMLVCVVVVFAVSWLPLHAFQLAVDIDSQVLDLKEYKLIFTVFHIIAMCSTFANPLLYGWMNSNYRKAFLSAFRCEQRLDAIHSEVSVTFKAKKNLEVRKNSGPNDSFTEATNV
eIF4E 4G PPI = eIF4E–eIF4G protein interaction inhibitors, primary screen, biochemical, uHTS, TR-FRET, eIF4GI fragment; Eukaryotic translation initiation factor 4E (Mus musculus) + Eukaryotic translation …; TR-FRET eIF4E-eIF4GI(517-606) binding, 2 h; inhibition, % at 21.7 µM; 0.37% of 220,000 active; AID 782, 2007;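 active = inhibition above about 30%, limit read from the data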;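 note: 0% = full FRET control wells and 100% = background wells lacking eIF4GI fragment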
PERK inhibitor = block of dimerizer-induced PERK translation repression, primary screen, PERK inhibitor project, CHO PERK-DD cells, SEAP luminescence, HTS; CHO PERK-DD fusion, SEAP luminescence translation reporter; inhibition, % at 5.6 µM; Eukaryotic translation initiation factor 2-alpha kinase 3 (Homo sapiens), Q9NZJ5; AID 1416, 2008; 0.17% of 220,000 active;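 active = inhibition above the mean inhibition of all tested compounds plus 3 SD, set separately per screening campaign, cut at about 2.9% in these data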;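 note: PERK kinase domain activated by AP20187 dimerizer at 100 nM; 0% = DMSO with dimerizer and 100% = rapamycin at 8.4 µM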
MDM2 E3 inh = MDM2-luciferase reporter signal enhancers, primary screen, MDM2 E3 ligase inhibitor project, cell-based, luminescence, 1536-well; AID 1230, 2008; E3 ubiquitin-protein ligase Mdm2 (Homo sapiens), Q00987; signal enhancement, % at 5 µM; cell-based MDM2 ubiquitination luciferase reporter, 2 h; 0 = plate control, 100 = twice control, blank-subtracted; 0.11% of 210,000 active;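 active = signal enhancement of 30% or more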;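 note: luminescence tracks abundance of the self-degrading MDM2-luciferase fusion protein; higher signal means inhibition of MDM2 E3 ligase activity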
Target sequence (Q00987 whole entry, looked up, the tested form may be a part): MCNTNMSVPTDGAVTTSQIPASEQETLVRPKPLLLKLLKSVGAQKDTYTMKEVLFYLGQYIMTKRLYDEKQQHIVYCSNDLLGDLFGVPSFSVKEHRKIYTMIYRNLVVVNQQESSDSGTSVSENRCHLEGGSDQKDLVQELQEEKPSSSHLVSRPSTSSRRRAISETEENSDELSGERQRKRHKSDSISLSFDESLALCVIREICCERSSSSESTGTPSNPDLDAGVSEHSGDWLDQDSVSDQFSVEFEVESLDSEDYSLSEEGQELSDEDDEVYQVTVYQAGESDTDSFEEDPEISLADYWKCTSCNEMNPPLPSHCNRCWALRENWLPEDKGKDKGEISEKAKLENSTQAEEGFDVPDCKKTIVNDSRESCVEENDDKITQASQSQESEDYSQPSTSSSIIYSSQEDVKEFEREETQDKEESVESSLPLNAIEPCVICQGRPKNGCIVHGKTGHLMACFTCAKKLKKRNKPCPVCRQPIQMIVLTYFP
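Material: Stable MDM2–luciferase fusion reporter cells | Amount: 2000 cells seeded into each well | Dosing: One concentration, 5 µM, with 0.2% DMSO | Incubation: 4 h cell settling then 2 h compound exposure, 37 °C | Measured by: Luciferase luminescence | Read-out basis: % enhancement relative to plate controls after blank subtraction | Benchmarks: Control and blank well means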
Ba/F3 V617F tox = reduced viability of JAK2V617F-dependent Ba/F3 cells, primary screen, JAK2V617F inhibitor project, cell-based, Ba/F3 EpoR-JAK2V617F, luminescence. ATP luminescence. inhibition, % at 5.6 µM. 1.1% of 220,000 active. AID 1446, 2008;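 active = inhibition above the campaign mean plus 3 SD over all tested compounds, cut at about 24% in these data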;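 note: cytokine-independent growth of Ba/F3 cells driven by EpoR plus mutant JAK2; 0% = DMSO-treated cells and 100% = JAK inhibitor I control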
S1P4 antag = S1P4 receptor antagonists, primary screen, cell-based | S1P4-expressing cells, antagonist mode, reporter read-out | Sphingosine 1-phosphate receptor 4 (Homo sapiens), O95977 | AID 1510, 2009 | inhibition, % at 4.98 µM | 0.26% of 220,000 active; in the data active = inhibition above about 29%;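 note: 0% = wells stimulated with agonist and 100% = vehicle wells without agonist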
Starred values were filed as active, the others as inactive; nt = no result given; [ ] = remark or other dose.

SMILES	BaF3 tox	Wee1 degr inh	S1P4 agonist	NPY-Y2 PAM-ag	eIF4E 4G PPI	PERK inhibitor	MDM2 E3 inh	Ba/F3 V617F tox	S1P4 antag
Clc1ccc(CSc2nc3ccncc3[nH]2)cc1	7	0	0.8	5	0	0.7	-56	0	-1
CCOC(=O)Cc1csc(NC(=O)C(C)c2ccc([N+](=O)[O-])cc2)n1 (centres undefined)	2	1	0.5	22	0	1.1	-9	-6	0
CCOC(=O)c1ccc(N2C(=O)c3n[nH]c(-c4ccco4)c3C2c2ccc([N+](=O)[O-])cc2)cc1 (centres undefined)	9	-2	0.6	-68	-10	-1.2	-5	5	-20
CCOC(=O)Cc1[nH]nc2c1C(C1C=CCCC1)C(C#N)=C(N)O2 (centres undefined)	5	0	-2.5	-5	-4	-0.2	6	1	3
CC(C)c1onc(C(=O)NC(C)c2ccccc2)c1[N+](=O)[O-] (centres undefined)	3	4	-1.7	-3	5	1.1	nt	-4	-4
COc1cccc(C2C3=C(CCCC3=O)NC3=C2C(=O)c2ccccc23)c1 (centres undefined)	0	0	13*	-4	0	0.7	-3	-5	-12
CCOC(=O)c1sc(N)c(C(=O)OCC)c1COC(=O)C1CC(=O)N(Cc2ccco2)C1 (centres undefined)	2	-1	-0.4	2	-29	-2.9	-5	1	9
Cc1ccc(NC(=O)Cn2nc(C)c3ccccc3c2=O)c(C)c1	4	-2	0.3	0	6	-0.5	nt	-2	-33
COc1cc(/C=N/NC(=O)c2nonc2C)ccc1O	6	1	-1.7	-6	5	1.0	4	-1	7
CCOC(=O)c1c(C)oc2cc(Br)c(OCC(N)=O)cc12	3	9	0.4	-7	-1[fluorescence artefact?]	0.7	-4	0	-16
COc1ccc([C@H]2[C@H](C(=O)C(C)(C)C)N3N=Cc4ccccc4C3[C@]23N=C(c2ccccc2)OC3=O)cc1OC (some centres undefined)	4	-3	-0.5	-9	-3	-1.0	-10	3	-2
O=C(NC1(C(F)(F)F)NC(=O)N(Cc2cccnc2)C1=O)c1cccs1 (centres undefined)	2	3	-1.5	1	7	0.6	-12	0	-20
CN1CCC(OC(=O)COc2ccc(Cl)cc2Cl)CC1	2	-6	-0.1	-10	4	1.6	-10	-4	-9
O=C(NC1CCN(C(=O)Nc2ccccc2)CC1)C1CCCCC1	-2	-4	-1.0	3	8	0.7	-2	1	28
CCCCN(CCCNC(=O)CN1C(=O)COc2ccccc21)c1ccccc1	8	0	-0.5	-1	3	0.7	-1	2	7
O=C1CCC([N+](=O)[O-])C(c2cc3c(cc2Cl)OCO3)N1 (centres undefined)	2	-1	0.7	3	2	0.7	-3	3	-5
S=c1nc(-c2ccccc2)n(CCN2CCOCC2)c2c1CCCC2	4	-3	-1.0	0	-2	0.8	-1	0	-10
Cc1cc(C(=O)N/N=C/c2ccc[nH]2)n[nH]1	12	2	0.1	-15	1	0.3	-25	6	-7
CC(=O)Nc1ccc(Nc2nc(Cl)nc(Nc3ccc(NC(C)=O)cc3)n2)cc1	7	-1	-0.4	-21	-7	1.2	-1	2	-9
CN(Cc1ccccc1)C(NC(=O)c1ccccc1)C(Cl)(Cl)Cl (centres undefined)	4	-2	-1.5	14	3	2.1	0	0	-15
Clc1cccc(Cl)c1Cn1cnc2c(NCc3ccco3)ncnc21	1	-1	-1.1	4	-6	-1.5	-14	-2	-26
CCc1ccc(NC(=O)CS(=O)CC(=O)Nc2ccc(F)cc2F)cc1 (centres undefined)	1	5	1.4	4	-5	-1.1	-1	-7	-4
COc1ccc(CNC(=O)C/C(C)=N/NC(=O)COc2cccc(C)c2)cc1	4	-3	1.5	7	0	0.1	5	1	-15
COc1ccc(-c2nc(NC(=O)C3CCN(c4nc5ccccc5o4)CC3)sc2C)cc1	11	1	2.5	23	-1	-1.1	-2	3	-6
O=C(CSc1ncnc2c1sc1ccccc12)Nc1ccc(Br)cc1	2	-1	0.9	-2	14	0.2	-10	2	-10
O=C(CCc1nnc(Cc2ccc3c(c2)OCO3)o1)NCc1nc2ccccc2s1	2	1	0.4	10	-2	1.1	-8	-3	-8
O=C(NNC(=O)c1cccnc1)Nc1ccccc1	1	3	-0.1	-2	0	1.1	-4	-4	-4
CC(=O)NC1C(OCc2cccc(Br)c2)OC(COC(C)=O)C(OC(C)=O)C1OC(C)=O (centres undefined)	3	0	-0.8	-5	-2	0.1	nt	4	0
COCCCNC(=O)C1CC(=O)N(CCc2ccc(OC)c(OC)c2)C1 (centres undefined)	0	0	0.8	14	0	0.1	3	1	-15
O=C(Nc1ccc(S(=O)(=O)NCc2cccnc2)cc1)c1ccco1	5	0	1.9	18	-3	1.2	1	-1	-19
C=CCn1c(O)c(N=NC(=O)CNC(=O)c2cccs2)c2ccccc21	3	-3	1.4	-5	10	-0.7	2	-1	-21
Cc1nn(C)cc1CN(C)S(=O)(=O)c1cccc([N+](=O)[O-])c1	2	-2	1.8	-2	1	-1.6	-6	4	-11
Cc1c(C(=O)Nc2cccc(Cl)c2)oc2ccc(S(=O)(=O)N3CCC4(CC3)OCCO4)cc12	3	-2	1.8	-2	2	-0.3	-19	-1	9
C=CCSc1nnc2c(n1)OC(C)=Nc1ccc(Br)cc1-2	7	1	1.2	12	2	-0.5	-2	1	5
Cc1ccc(Nc2nc(CSc3nnc(-c4ccc(F)cc4)n3C)cs2)cc1	10	2	-0.8	-1	0	-0.1	-15	7	-8
O=C(CCCc1ccccc1)NCc1ccc(F)cc1	8	4	0.8	10	2	0.6	-10	0	-8
C=CCOc1ccc(-c2n[nH]c(=S)o2)cc1	0	-5	-0.2	-6	-1	-0.1	-17	-1	-29
CC1(C)CC(=O)c2cc(OCC(=O)N3CCN(c4ccccc4F)CC3)ccc2O1	-1	2	-0.4	-13	3[fluorescence artefact?]	0.1	-6	-2	-3
Cc1cccc(NC(=O)CSc2nnc(CN3CCOCC3)n2C)c1C	6	-2	0.8	-1	-1	0.2	-1	2	1
CCOC(=O)N1CCC(NC(=O)Cc2cn(C)c3ccccc23)CC1	3	1	-0.9	6	-4	-1.2	-3	2	-6
CCCNC(=O)CCn1c(-c2ccc(C)cc2)cc(C(=O)OCC)c1C	3	-3	0.9	-5	1	-0.8	-9	1	13
O=C(Oc1coc(CSc2nnc(NC(=O)c3cccs3)s2)cc1=O)c1ccccc1	0	1	1.6	5	5	0.5	-24	-2	-5
COc1cccc(/C=N/Nc2ncc(C(F)(F)F)cc2Cl)c1O	10	4	0.0	-6	5	0.5	-14	5	-12
O=C(Nc1ccc2c(c1)OCO2)N1CCCc2ccccc21	-3	0	-0.3	5	-1	0.2	0	-3	-9
COCCOC(=O)c1c(NC(=O)CSc2cccc[n+]2[O-])sc(C(N)=O)c1C	4	0	-0.6	2	-1	0.9	12	-2	2
CCCn1c(SCC(=O)N2CCN(c3ccccc3)CC2)nc2ccccc2c1=O	1	-2	0.1	-23	-2	-0.9	-10	0	-8
Nn1c(SCC(=O)NC2CCCc3ccccc32)nnc1-c1ccc(Cl)cc1Cl (centres undefined)	4	-3	0.8	-6	0	0.1	-5	0	-9
Cn1cccc1Cc1nnc(SCC(=O)Nc2cccc(F)c2)n1CCc1ccccc1	10	4	1.7	3	4	-0.7	-8	2	-4
O=C(Nc1cccc(C(=O)O)c1)/C(=C\c1ccc2c(c1)OCO2)NC(=O)c1ccccc1	1	1	1.4	0	4	1.4	-15	-4	-10
Cn1nnnc1SCC(=O)NC(C)(C)C	2	3	1.1	0	-1	1.5	-43	-2	-5
Cc1cc(C(=O)NC2=NCCS2)c2ccccc2n1	0	-1	1.4	0	0	0.4	-9	-2	4
O=C(NNC(=S)NCc1ccccc1)c1ccc(OC(F)F)cc1	1	-2	-0.3	-15	-11	0.7	2	2	-9
COCCOC(=O)c1[nH]c2c(c1C)C(=O)CC(c1cc(OC)ccc1OC)C2 (centres undefined)	-1	6	0.4	11	-4	0.4	-7	-6	-4
COCCN1CC(O)=C(c2nc3ccccc3c(=O)[nH]2)C1=N	0	-3	1.2	-14	-6	0.7	-17	-5	-10
COCCN1C(=O)c2oc3ccccc3c(=O)c2C1c1cccc(O)c1 (centres undefined)	0	1	-0.5	1	-2	0.1	-11	-2	-11

An excerpt from above in order of the NPY-Y2 PAM-ag value, largest number first.
SMILES	Wee1 degr inh	S1P4 agonist	NPY-Y2 PAM-ag	eIF4E 4G PPI	PERK inhibitor	S1P4 antag
O=C(Nc1ccc2c(c1)OCO2)N1CCCc2ccccc21	0	-0.3	5	-1	0.2	-9
Cc1cccc(NC(=O)CSc2nnc(CN3CCOCC3)n2C)c1C	-2	0.8	-1	-1	0.2	1
COc1cccc(C2C3=C(CCCC3=O)NC3=C2C(=O)c2ccccc23)c1 (centres undefined)	0	13*	-4	0	0.7	-12

Molecules from the list above that contain an aryl methoxy group (eight):
SMILES	BaF3 tox	Wee1 degr inh	S1P4 agonist	NPY-Y2 PAM-ag	eIF4E 4G PPI	PERK inhibitor	MDM2 E3 inh	Ba/F3 V617F tox	S1P4 antag
COc1cccc(C2C3=C(CCCC3=O)NC3=C2C(=O)c2ccccc23)c1 (centres undefined)	0	0	13*	-4	0	0.7	-3	-5	-12
COc1cc(/C=N/NC(=O)c2nonc2C)ccc1O	6	1	-1.7	-6	5	1.0	4	-1	7
COc1ccc([C@H]2[C@H](C(=O)C(C)(C)C)N3N=Cc4ccccc4C3[C@]23N=C(c2ccccc2)OC3=O)cc1OC (some centres undefined)	4	-3	-0.5	-9	-3	-1.0	-10	3	-2
COc1ccc(CNC(=O)C/C(C)=N/NC(=O)COc2cccc(C)c2)cc1	4	-3	1.5	7	0	0.1	5	1	-15
COc1ccc(-c2nc(NC(=O)C3CCN(c4nc5ccccc5o4)CC3)sc2C)cc1	11	1	2.5	23	-1	-1.1	-2	3	-6
COCCCNC(=O)C1CC(=O)N(CCc2ccc(OC)c(OC)c2)C1 (centres undefined)	0	0	0.8	14	0	0.1	3	1	-15
COc1cccc(/C=N/Nc2ncc(C(F)(F)F)cc2Cl)c1O	10	4	0.0	-6	5	0.5	-14	5	-12
COCCOC(=O)c1[nH]c2c(c1C)C(=O)CC(c1cc(OC)ccc1OC)C2 (centres undefined)	-1	6	0.4	11	-4	0.4	-7	-6	-4

High-throughput results from PubChem BioAssay.
